# Screening results from PubChem.
# Pf growth 96h – Primary qHTS for delayed death inhibitors of the malarial parasite plastid, 96 hour incubation; P. falciparum luciferase reporter growth, 96 h; Potency, µM (top dose mostly 28.7 µM), without a hit: top-dose activity change, negative = inhibition, usual class: inhibitors; hit rate 6.9% among 320,000; AID 504834, 2011
#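 P. falciparum expressing integrated firefly luciferase grown in erythrocytes (2% hematocrit, 0.05% parasitemia final) with compounds for 96 hours at 37 C, 5% CO2. Growth inhibition read as loss of luminescence after adding luciferase detection reagent.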
# Sm TGR inh – qHTS Assay for the Inhibitors of Schistosoma Mansoni Peroxiredoxins; Potency, µM (series often up to 114 µM), without a hit: top-dose activity change, negative = inhibition, usual class: inhibitors; hit rate 3% among 360,000; Schistosoma mansoni thioredoxin glutathione reductase (TGR), Q962Y6; purified TGR, DTNB reduction, TNB absorbance 405 nm; further: nearly all actives have a fitted effect of over 60% in size
#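 First, TGR (20 nM dispensed) and NADPH were mixed with compound. Second, a 15 min room-temperature incubation followed. Third, further NADPH and then DTNB were added to start the reaction. Finally, TNB absorbance was monitored kinetically.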
# HCV inh – qHTS Assay for Inhibitors of Hepatitis C Virus (HCV). Huh7.5.1 HCVcc-Cre infection, luciferase reporter, 44 h. Potency, µM (highest dose often 41.8 µM), for the others: at the highest dose activity change, negative = inhibition, usual class: inhibitors. hit rate 3.4% among 340,000
#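 Infectious HCVcc-Cre (~0.5 moi) was added to cells just after compound, with cells seeded 4 h earlier at 1,000 per well. Luciferase activity after 44 h culture reported infection; substrate was incubated 15 min at room temperature before reading.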
# Tb PYK inh – qHTS of Trypanosoma Brucei Inhibitors | pyruvate kinase (Trypanosoma brucei), Q57TT1 | Potency, µM (doses to about 76.8 µM), without a hit: at the top dose activity, negative = inhibition, hits mostly inhibitors | hit rate 0.12% among 410,000 | TbPYK enzyme, Kinase-Glo Plus ATP luminescence, 45 min; further: nearly all actives have a fitted effect of over 50% in size
#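 In this concentration-response screen, enzyme-free wells defined baseline while DMSO plates tracked drift. Each reaction combined TbPYK, substrate, compound and 130 uM ADP for 45 min at room temperature. Kinase-Glo Plus luminescence gave the signal.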
# LmPK inhibitor – qHTS Assay for Inhibitors of Leishmania Mexicana Pyruvate Kinase (LmPK) | Q27686 | AID 1721, 2009 | hit rate 0.37% among 290,000 | purified LmPK, Kinase-Glo ATP luminescence, 1 h | Potency, µM (top dose mostly 57.5 µM), inactives show at the highest dose activity change, negative = inhibition, hits mostly inhibitors
# Target sequence (Q27686 whole entry, looked up): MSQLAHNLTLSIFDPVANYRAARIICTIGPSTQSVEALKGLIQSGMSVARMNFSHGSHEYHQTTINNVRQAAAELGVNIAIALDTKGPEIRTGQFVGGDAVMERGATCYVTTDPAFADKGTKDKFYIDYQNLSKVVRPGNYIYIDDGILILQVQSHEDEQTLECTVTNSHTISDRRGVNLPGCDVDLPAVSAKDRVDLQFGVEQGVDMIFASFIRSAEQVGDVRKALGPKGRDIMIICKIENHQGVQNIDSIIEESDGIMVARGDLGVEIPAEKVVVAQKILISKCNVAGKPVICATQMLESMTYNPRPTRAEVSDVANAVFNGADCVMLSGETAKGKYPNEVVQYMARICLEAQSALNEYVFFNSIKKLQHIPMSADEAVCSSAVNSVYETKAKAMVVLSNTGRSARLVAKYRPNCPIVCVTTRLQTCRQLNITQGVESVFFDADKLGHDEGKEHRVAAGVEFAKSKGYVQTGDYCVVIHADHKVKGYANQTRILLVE
#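 Kinase-Glo luminescence read after 1 h RT reaction of 0.1 nM LmPK with 0.5 mM PEP and 0.1 mM ADP. Activity scaled between uninhibited and enzyme-free controls.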
# Pf growth 48h – Primary qHTS for delayed death inhibitors of the malarial parasite plastid, 48 hour incubation; P. falciparum luciferase growth in erythrocytes, 48 h; hit rate 5.9% among 310,000; AID 504832, 2011; Potency, µM (highest dose often 28.7 µM), for the others: at the highest dose activity change, negative = inhibition, usual class: inhibitors
#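 Here the parasites carry a stable luciferase gene and grow inside erythrocytes in Albumax-based RPMI medium with compound for one erythrocytic cycle. Activity is scored as loss of luminescent signal.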
# * hit, by the source's call; ? = inconclusive; . = no result given; [ ] = remark or other dose. The call rests on the fitted dose curve; in most records, active means well fitted curve in the direction sought with a large enough effect; inconclusive means small, poorly fitted or top-dose-only effect, or another doubt; inactive means no such curve, though single readings can be large; an effect the other way counts as inactive or inconclusive. On the % scale 0 is the no-effect control and ±100 the full control effect; potency means the concentration at half of the fitted maximal effect.
SMILES,Pf growth 96h,Sm TGR inh,HCV inh,Tb PYK inh,LmPK inhibitor,Pf growth 48h
CC(CCc1ccccc1)NC(=O)CSc1ccccc1 (configuration not stated),13µM*,-2%,7%,-5%,-3%,-19%
O=C(NCc1ccc(F)cc1)c1ccc(CNc2c(N3CCOCC3)c(=O)c2=O)cc1,-10%,1%,6%,7%,2%,6%
O=C(Nc1cc(Cl)cc(Cl)c1)c1ccno1,23%,0%,0%,0%,0%,8%[0.00184 µM]
COc1cc(C(=O)Nc2nc(-c3ccc(C)cc3)cs2)ccc1OCC(=O)N1CCOCC1,?,-2%,11µM*,0%,0%,?
c1ccc(-n2ncc3c(N4CCN(c5ccccn5)CC4)nc(N4CCOCC4)nc32)cc1,?,5%,.,.,6%,-15%
O=C(CSc1ncccc1-c1nc2ccccc2[nH]1)N1CCc2ccccc21,110%[activator],3%,-23%,-11%,2%,0%
CNc1oc(-c2ccc(Cl)cc2)nc1C#N,1%,11%,-10%,-5%,2%,123%[activator]
CN(CC(=O)NCCCN1CCOCC1)S(=O)(=O)c1cc(Cl)ccc1Cl,19%,-21%,21%,-6%,-8%,8%
O=C(NCc1ccccn1)c1cc(-c2ccccc2Cl)on1,120%[activator],9%,5%,1%,-4%,67%[activator]
CCOc1ccc(N(CC(=O)NCc2ccccc2)S(=O)(=O)c2ccc(C)cc2)cc1,-6%,-3%,-12%,0%,0%,?
COc1cc(/C=C2\C(=O)NC(=O)N(c3ccccc3)C2=O)cc(OC)c1OC,?,?,12%,?,2%,16%
Cc1nc2cc(C(F)(F)F)ccc2n1CCNc1nc(-c2ccc([N+](=O)[O-])c(Cl)c2)cs1,?,-20%,?,2%,0%,-1%
Nc1nnc(SCC(=O)Nc2ccc(F)c(Cl)c2)n1-c1ccccc1,2%,5%,-9%,-4%,-2%,-10%
CC(C)OCC1CC(CC(=O)NC(=S)Nc2cccc([N+](=O)[O-])c2)C(=O)O1 (configuration not stated),10%,-18%,-6%,1%,-5%,-11%
O=C1NCCN1CCNS(=O)(=O)c1ccc2ccccc2c1,-28%,1%,9%,-2%,4%,16%

# By substructure: the entries above containing fluorine.
SMILES,Pf growth 96h,Sm TGR inh,HCV inh,Tb PYK inh,LmPK inhibitor,Pf growth 48h
O=C(NCc1ccc(F)cc1)c1ccc(CNc2c(N3CCOCC3)c(=O)c2=O)cc1,-10%,1%,6%,7%,2%,6%
Cc1nc2cc(C(F)(F)F)ccc2n1CCNc1nc(-c2ccc([N+](=O)[O-])c(Cl)c2)cs1,?,-20%,?,2%,0%,-1%
Nc1nnc(SCC(=O)Nc2ccc(F)c(Cl)c2)n1-c1ccccc1,2%,5%,-9%,-4%,-2%,-10%

# (more compounds)
SMILES,Pf growth 96h,Sm TGR inh,HCV inh,Tb PYK inh,LmPK inhibitor,Pf growth 48h
Cn1c(C(=O)NCCc2ccsc2)cc2c(=O)n(C)c3ccccc3c21,14%,0%,?,-3%,11%,.
COc1ccc(CC(=O)OCC(=O)Nc2ccc(OC(F)F)cc2)cc1OC,-27%,1%,21%,3%,.,-14%
COc1cccc(/C=C/C(=O)OCC(=O)c2cc(C)n(CC3CCCO3)c2C)c1OC (configuration not stated),?,-6%,?,-2%,0%,7%
CCCn1c(=O)c(C(=O)NCc2ccccc2OC)c(O)c2ccccc21,?,-106%,-11%,-3%,1%,13%
Cc1cc(-c2nn(-c3ccccc3F)cc2CN2CCN(c3ccncc3)CC2)c(C)s1,?,-1%,?,3%,1%,4.1µM*
COc1cc(/C=N\NC(=O)CNC(=O)C(c2ccccc2)c2ccccc2)ccc1O,?,-5%,?,-1%,3%,?
Cc1ccc(S(=O)(=O)NCC(=O)OCc2ccccc2Br)cc1,9.3µM*,3%,24%,-3%,7%,40%[activator]
CCn1c(NC(=O)c2ccc(C)cc2)c2ccccc2nc1=O,-3%,-25%,13%,3%,-4%,-22%
CO/N=C/NC(=O)NOCc1ccc(Cl)cc1Cl,.,-3%,-17%,4%,-2%,12%
O=C(Oc1cc(=O)oc2ccccc12)c1ccccc1,7%,7%,?,2%,2%,41%[activator]
O=C(CCc1nc(-c2cccs2)no1)NCc1ccc(F)cc1Cl,.,3%,-3%,-7%,14%,.
Cc1ccc(OCCn2cc(C(=O)O)c3ccccc32)cc1,12%,0%,10%,2%,-2%,91%[activator]
O=C(Cc1cccs1)N=Nc1c(O)[nH]c2ccc(Br)cc12,48%[activator],9%,?,2%,-1%,5%
CC(C)(C)NC(=O)COc1ccc(CNCc2cccnc2)cc1,46%[activator],10%,24%,1%,-11%,18%
Cc1nc2cc(Cl)c(Cl)cc2n1CCCO,?,-8%,-16%,1%,-10%,-20%
CCCNC(=S)Nc1cccc(C(F)(F)F)c1,22%,-10%,-21%,-3%,-1%,3%
O=C(c1cc2cc(Cl)ccc2[nH]1)N1CCC2(CC1)OCCO2,?,-17%,?,-2%,11%,-26%
CCOC(=O)/C(C#N)=C/NC(=O)NC(C)(C)C,.,-5%,-8%,6%,2%,12%
O=C(NC(=S)N1CCN(C/C=C/c2ccccc2)CC1)c1ccc(Cl)nc1,?,-17%,-27%,-18%,4%,?
COc1ccc(C(CNC(=O)c2ccc(N3CCCC3=O)cc2)N(C)C)cc1 (configuration not stated),61%[activator],1%,?,-2%,-5%,?
O=C(CSc1nnc(-c2ccc(Cl)cc2)n1Cc1ccco1)c1cccs1,?,28µM*,-5%,-16%,0%,?
Cc1cccc(CCNC(=O)C2CCN(S(=O)(=O)c3c(C)noc3C)CC2)c1,?,11%,?,1%,1%,.
O=C(Nc1ccccc1C(=O)NCc1ccccc1)c1ccccc1,34%[activator],7%,.,1%,-1%,-19%
CCOC(=O)c1cc2ccccc2nc1C,0%[5.75 µM],5%,-9%,3%,2%,.
O=C(O)CC(C(=O)Nc1ccc(Cl)c(Cl)c1)C1CCCO1 (configuration not stated),.,-1%,4%,1%,-1%,7%
Cc1ccc(NC(=O)C2SC(=Nc3ccccc3)C(C(=O)Nc3ccc(Cl)cc3)=C2N)cc1 (configuration not stated),?,-7%,?,4%,0%,?
O=c1[nH]c2ccccc2[nH]c1=O,31%[activator],4%,16%,1%,0%,11%
CCOc1ncccc1C(=O)OCC(=O)Nc1ccc(C)c(S(=O)(=O)N(C)C)c1,0%,8%,-17%,6%,6%,-4%
CCn1cc(/C=C(\NC(=O)c2ccc(C)cc2)C(=O)NCCCN2CCOCC2)c2ccccc21,?,4%,1%,2%,-4%,?
Cc1cc(C)nc(NS(=O)(=O)c2ccc(NS(=O)(=O)c3ccsc3)cc2)n1,15%,13%,15%,0%,1%,9%
CC1Oc2ccccc2N(CC(=O)N2CCCCCC2)C1=O (configuration not stated),22%,-11%,?,-1%,-5%,9%
CCSC1=C(C#N)C(c2ccccc2Cl)C(C(=O)c2cccs2)C(O)(C(F)(F)F)N1 (configuration not stated),123%[activator],3%,?,4%,2%,-13%
Cc1ccc2nc(NC(=O)[C@H](C)N3C(=O)C4CC=CCC4C3=O)sc2c1 (some centres not stated),20%,2%,8%,1%,1%,60%[activator]
COc1cc(CCC(=O)Nc2ccncc2Cl)cc(OC)c1OC,3%,2%,?,-8%,-12%,-3%
N#C/C(=C/c1cccc([N+](=O)[O-])c1)C(=O)Nc1ccccc1O,12%,-6%,7%,0%,1%,9%
CCn1c(C)c(C)c2cc(C(=O)NCCCN3CCCCCC3)ccc21,?,-23%,?,2%,-1%,-19%
Cc1cc(NC(=O)Cn2cc([N+](=O)[O-])cn2)n(Cc2ccc(F)cc2)n1,33%[activator],-10%,-3%,-3%,4%,-12%
CN(c1ccccc1)S(=O)(=O)c1cccc(C(=O)Nc2nccs2)c1,-6%,34%,11%,3%,0%,2%
Cc1ccccc1Oc1nc2c(C)cccn2c(=O)c1/C=C(\C#N)C(=O)Nc1c(C)n(C)n(-c2ccccc2)c1=O,?,-1%,16%,-7%,0%,?
CCOC(=O)c1n[nH]n(-c2cc(Cl)cc(Cl)c2)c1=O,6%,0%,15%,0%,0%,?
CCn1cc(C(=O)N[C@H](C(=O)O)C(C)C)c(=O)c2cc3c(cc21)OCO3,23%,8%,18%,3%,-3%,8%[0.00184 µM]
S=C(Nc1cc(Cl)cc(Cl)c1)NC1CCN(Cc2ccccc2)CC1,?,0%,10µM*,1%,4%,5.9µM*
Cc1nc(N2CCN(C(=O)c3ccco3)CC2)c2c3c(sc2n1)CCC3,.,?,?,-7%,-6%,?
Cc1ccc(C)c(-c2ccc(=O)n(Cc3cccc(Br)c3)n2)c1,-31%,0%,-13%,-5%,1%,?
COc1cc(/C=N/n2c(C3CCCCC3)n[nH]c2=S)ccc1O,15%,-12%,-11%,?,-4%,27%

# An excerpt from above, showing only Pf growth 48h, Sm TGR inh and LmPK inhibitor:
structure	Pf growth 48h	Sm TGR inh	LmPK inhibitor
Cc1cc(NC(=O)Cn2cc([N+](=O)[O-])cn2)n(Cc2ccc(F)cc2)n1	-12%	-10%	4%
CCOC(=O)c1n[nH]n(-c2cc(Cl)cc(Cl)c2)c1=O	?	0%	0%

# Given bar-delimited: entries from further up
Structure | Pf growth 96h | Sm TGR inh | HCV inh | Tb PYK inh | LmPK inhibitor | Pf growth 48h
COc1cc(CCC(=O)Nc2ccncc2Cl)cc(OC)c1OC | 3% | 2% | ? | -8% | -12% | -3%
N#C/C(=C/c1cccc([N+](=O)[O-])c1)C(=O)Nc1ccccc1O | 12% | -6% | 7% | 0% | 1% | 9%

# Returning to the listing, repeating the seven entries before the break.
SMILES,Pf growth 96h,Sm TGR inh,HCV inh,Tb PYK inh,LmPK inhibitor,Pf growth 48h
Cc1ccccc1Oc1nc2c(C)cccn2c(=O)c1/C=C(\C#N)C(=O)Nc1c(C)n(C)n(-c2ccccc2)c1=O,?,-1%,16%,-7%,0%,?
CCOC(=O)c1n[nH]n(-c2cc(Cl)cc(Cl)c2)c1=O,6%,0%,15%,0%,0%,?
CCn1cc(C(=O)N[C@H](C(=O)O)C(C)C)c(=O)c2cc3c(cc21)OCO3,23%,8%,18%,3%,-3%,8%[0.00184 µM]
S=C(Nc1cc(Cl)cc(Cl)c1)NC1CCN(Cc2ccccc2)CC1,?,0%,10µM*,1%,4%,5.9µM*
Cc1nc(N2CCN(C(=O)c3ccco3)CC2)c2c3c(sc2n1)CCC3,.,?,?,-7%,-6%,?
Cc1ccc(C)c(-c2ccc(=O)n(Cc3cccc(Br)c3)n2)c1,-31%,0%,-13%,-5%,1%,?
COc1cc(/C=N/n2c(C3CCCCC3)n[nH]c2=S)ccc1O,15%,-12%,-11%,?,-4%,27%
Cc1ccc(C(=O)Nc2ccc3c(c2)OCCO3)c(Cl)c1,32%[activator],-24%,-16%,-15%,-18%,154%[activator]
CN1CCN(c2ccc(NC(=O)CSc3nnnn3-c3ccccc3Cl)cc2)CC1,?,-10%,?,4%,0%,?
COc1ccc(OC)c(-n2c(SCC(N)=O)nnc2-c2c[nH]c3ccccc23)c1,5.2µM*,3%,9%,0%,-3%,.
Cc1cc(C)n(-c2ccc(C(=O)Nc3cccnc3Cl)cc2)n1,21%,7%,-17%,0%,11%,-1%
